Source: PubChem BioAssay
SIAH1 antagonists: Siah-1 peptide-binding antagonists, primary screen, biochemical, fluorescence polarization, rhodamine-plectin, uHTS (AID 1817). actives 0.02% (n = 290,000). displacement, % at 20 µM, or IC50 in µM where a hit was titrated. E3 ubiquitin-protein ligase SIAH1 (Homo sapiens). Siah-1 / rhodamine-plectin peptide fluorescence polarization; higher % means a stronger effect;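 active means displacement of at least 50% at 20 µM, with a fluorescence ratio check between 0.3 and a set limit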;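 further: plate controls were Siah plus tracer with DMSO for no effect and tracer alone without Siah for full effect; strong numbers were not always called active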
LYP inhibition: inhibitors of LYP phosphatase, biochemical, fluorescence intensity, uHTS (AID 1779) | recombinant LYP phosphatase, fluorescence intensity; higher % means a stronger effect | actives 0.054% (n = 290,000) | inhibition, % at 11.5 µM; hits with a dose series show IC50 in µM;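 further: plate controls were vehicle with enzyme for no effect and no enzyme for full effect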
Dynein transport: inhibitors of GR-EGFP nuclear translocation, primary screen, dynein cargo transport inhibitor project, imaging, high-content, 3617.4 mouse cells; actives 0.47% (n = 220,000); test concentration mostly 20 µM; stimulated with dexamethasone, 1 µM; hits give low values; z-score, hits read low;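 active means plate z-score of nuclear minus cytoplasmic receptor signal below a set negative limit, without overly bright fluorescence or cell loss, cut at about -3.5 in these data, passing the limit was not always enough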;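 further: z-score of nuclear minus cytoplasmic ring GR-EGFP intensity difference per well; some compounds called inactive have numbers as strong as hits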
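Buffer or medium: tet-free, stripped-serum medium; Also added: dexamethasone, 1.0 µM final; Technique: high-content fluorescence imaging after fixation; Times: 48 h induction, 1 h compound, 30 min dex at 37 °C; Read-out: per-cell GR-EGFP intensity, nucleus versus surrounding cytoplasmic ring, well-averaged.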
AID2073: inhibitors of Mint1-CaV2.2 protein interaction, biochemical, HTRF (AID 2073); inhibition, % at 20 µM; hits with a dose series show IC50 in µM; actives 0.19% (n = 290,000); HTRF protein-protein interaction, Mint1-CaV2.2; higher % means a stronger effect; in the data active means inhibition mostly above about 51%, no sharp cut-off; further: some results filed as inactive read as strong as hits
PMI inhibitors: inhibitors of human PMI, primary screen, biochemical, fluorescence intensity, coupled assay (AID 1209); purified PMI enzyme, coupled fluorescence intensity; higher % means a stronger effect; inhibition, % at 20 µM, or IC50 in µM where a hit was titrated; actives 0.42% (n = 190,000);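 further: plate controls were DMSO vehicle for no effect and wells lacking substrate for full effect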
XIAP antagonists: XIAP antagonists, biochemical, IAP family, fluorescence polarization (AID 1018). E3 ubiquitin-protein ligase XIAP (Homo sapiens). displacement, % at 20 µM, or IC50 in µM where a hit was titrated. actives 0.007% (n = 200,000). XIAP BIR domain, fluorescence polarization peptide displacement; higher % means a stronger effect; in the data active means displacement above about 50%; further: a part of the inactive calls stands beside numbers as strong as those of hits
PMI inhibition: human PMI inhibitors, high substrate, primary screen, biochemical, fluorescence intensity, high mannose 6-phosphate (AID 1220) | Mannose-6-phosphate isomerase (Homo sapiens) | recombinant PMI enzyme, coupled fluorescence intensity; higher % means a stronger effect | inhibition, % at 20 µM; hits with a dose series show IC50 in µM | actives 0.66% (n = 190,000)
M1AAP inhibition: P. falciparum M1AAP inhibitors, biochemical, fluorogenic H-Leu-NHMec substrate, 1536-well (AID 1445). one-dose inhibition, % at 30 µM; IC50 in µM for titrated hits. Aminopeptidase N (Plasmodium falciparum (isolate 3D7)). actives 0.42% (n = 220,000). recombinant M1AAP, H-Leu-NHMec fluorogenic kinetic assay; higher % means a stronger effect;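 active means primary inhibition above the hit cutoff, then over 50% inhibition at one or more dose response concentrations, cut at about 23% in these data, passing the limit was not always enough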;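 further: plate controls were DMSO full reaction for no effect and no enzyme background for full effect; strong numbers were not always called active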
M17LAP inhibition: P. falciparum M17LAP inhibitors, primary screen, biochemical, fluorogenic H-Leu-NHMec substrate, 1536-well (AID 1619); Leucine aminopeptidase (Plasmodium falciparum (isolate 3D7)); recombinant M17LAP, H-Leu-NHMec fluorogenic kinetic assay; higher % means a stronger effect; inhibition, % at 30 µM; hits with a dose series show IC50 in µM; actives 0.38% (n = 220,000);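 active means compound inhibiting the enzyme by more than half at any dose during confirmatory dose-response retesting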;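 further: plate controls were full reaction with DMSO carrier for no effect and no enzyme background for full effect; strong numbers were not always called active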
Dynein transport cytoplasmic EGFP: second read-out of Dynein transport, no call of its own (marks repeat the call); z-score; measured here: cytoplasmic GR-EGFP intensity; hits give high values
Dynein transport nuclear GR-EGFP: further read-out of Dynein transport, marked with its call; z-score; measured here: nuclear GR-EGFP intensity;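 lower value marks the stronger effect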
Dynein transport cell count: recorded beside Dynein transport, whose call it bears; z-score; measured here: cell count per field
Active calls of the source: *; · = not tested or not shown. Unless noted, no stated cut-off is given here; in the data, active means inhibition above about 50%; inactive means the rest.

SMILES	SIAH1 antagonists	LYP inhibition	Dynein transport	Dynein transport cytoplasmic EGFP	Dynein transport nuclear GR-EGFP	Dynein transport cell count	AID2073	PMI inhibitors	XIAP antagonists	PMI inhibition	M1AAP inhibition	M17LAP inhibition
CCC(Oc1ccccc1)C(=O)Nc1nc2ccccc2[nH]1 (stereo unspecified)	-0.5%	-11.8%	1.78	-0.216	1.46	-1.47	-1.6%	9.9%	-2.6%	10.4%	-5.9%	-3.0%
O=C(CSc1nc2ccccc2c(=O)[nH]1)Nc1ccc(C(=O)O)cc1	5.5%	-2.0%	0.2	-0.403	0.398	1.45	24.0%	-2.0%	-8.5%	-0.9%	6.2%	2.2%
COc1cccc(OC)c1C(=O)NNC(=O)c1cccc(COc2ccc3c(c2)CCC3)c1	-1.0%	-6.6%	0.758	-0.192	0.657	-0.161	0.8%	0.8%	1.9%	3.3%	1.1%	3.6%
CC(=O)c1ccc(OC(=O)c2ccc(Br)o2)cc1	-3.4%	-6.6%	-0.706	-0.0224	-0.0651	-0.381	1.0%	-8.4%	-8.4%	-6.7%	-2.5%	17.3%
Cc1cccc(N2C(=O)c3cccc(Oc4ccc(Cl)cc4)c3C2=O)c1	6.3%	0.1%	0.836	-0.222	0.586	-0.496	42.7%	17.9%	-8.7%	13.8%	1.1%	-5.9%
CC1=C(C)CC(C(=O)Nc2ccc(C(N)=O)cc2)C(C(=O)O)C1 (stereo unspecified)	3.0%	-8.8%	0.484	-0.23	0.375	0.693	5.5%	-1.5%	-4.7%	-3.0%	1.1%	20.2%
NNC(=O)c1[nH]c2ccc(Br)cc2c1-c1ccccc1	0.5%	-1.1%	-0.575	-0.187	-0.426	-0.212	3.7%	·	·	·	8.4%	4.8%
CCCCN(C(=O)NC(=O)Nc1ccccc1OCC)S(C)(=O)=O	0.9%	-3.9%	-0.562	-0.201	-0.285	0.616	-9.5%	4.0%	-5.6%	1.6%	4.7%	-6.5%
C=CCn1c(SCC(=O)Nc2cccnc2Cl)nnc1-c1ccc(C(C)(C)C)cc1	2.8%	-4.8%	-0.0886	-0.156	0.235	0.233	1.6%	4.2%	-3.4%	3.6%	5.0%	-0.5%
O=C1CC(c2ccco2)CC(O)=C1C=NCCN1CCN(C2CC(=O)N(c3ccccc3)C2=O)CC1 (stereo unspecified)	-2.8%	-9.3%	-0.181	-0.209	0.218	-0.0971	11.3%	-9.9%	-1.8%	0.2%	19.8%	4.2%
CN1CCN(S(=O)(=O)c2ccc(Br)s2)CC1	2.8%	-7.2%	0.0906	-0.248	0.177	0.132	0.2%	-0.9%	-5.6%	0.5%	7.4%	-7.9%
CCOC(=O)c1c(C)c(C(=O)NCC2CCCO2)c(C)n1CC (stereo unspecified)	1.1%	4.5%	-1.49	-0.195	-0.118	0.728	0.8%	13.6%	3.4%	10.1%	-4.5%	5.6%
COc1ccc(NC(=O)CSc2nnc(CNC(=O)c3ccco3)o2)c(OC)c1	-2.9%	-9.4%	0.128	0.198	0.424	-0.373	0.2%	12.4%	0.8%	8.7%	-0.2%	6.6%
CCc1ccccc1Cn1c(=O)oc2cccnc21	0.9%	-13.9%	-0.00168	-0.252	-0.13	0.0661	11.5%	·	·	·	2.2%	2.0%
COc1cc(OC)cc(C(=O)Nc2nc3ccc(S(C)(=O)=O)cc3s2)c1	24.2%	-5.1%	0.349	-0.24	0.098	0.849	4.1%	2.4%	-5.4%	2.2%	-3.9%	2.6%
Cc1ccc(Nc2nc(N)c([N+](=O)[O-])c(N3CCCC(C)C3)n2)cc1C (stereo unspecified)	-2.3%	6.8%	0.118	-0.267	0.34	-0.109	10.7%	17.9%	-4.2%	12.7%	10.0%	2.6%
S=c1[nH]nc(-c2cc(-c3ccccc3)n[nH]2)n1/N=C/c1cccs1	5.5%	-3.8%	-0.387	-0.218	-0.137	0.398	-43.2%	·	·	·	34.6%	5.8%
C#CCOCCOCCOCCNc1nc(N2CCN(C(=O)[C@H](CCC(=O)O)n3cc(C(N)Cc4ccc(O)cc4)nn3)CC2)nc(N2CCN(C(=O)[C@H](Cc3ccc(O)cc3)n3cc(C(N)CC(C)C)nn3)CC2)n1 (stereo partly specified)	-3.2%	-13.2%	2.58	-0.263	1.21	-1.3	2.4%	·	·	·	3.0%	-3.6%
COc1ccc(-c2nc(N)n(C(=O)c3ccccc3)n2)cc1	4.1%	0.8%	-0.0152	0.317	0.215	0.257	-7.2%	16.0%	-4.5%	19.4%	1.9%	2.2%
CCOC(=O)Cc1csc(N/N=C/c2ccc(Cl)cc2)n1	0.1%	-6.7%	0.771	-0.239	0.275	-1	-5.1%	·	·	·	9.8%	3.9%
Cc1nc(N)c(C#N)c(-c2cccnc2)c1C	6.5%	4.0%	3.33	-0.101	2.41	-2.03	4.5%	4.0%	3.1%	7.5%	9.0%	11.1%
COc1ccc(N2CCN(CCCNC(=O)c3cc4sccc4n3C)CC2)cc1	6.4%	-8.8%	0.889	-0.294	0.225	0.323	-4.4%	11.3%	-6.4%	12.1%	6.5%	5.3%
CN(C)c1ccc(-c2cccc(C3CC=CC4C3C(=O)N(Cc3ccccc3)C4c3ccc4ccccc4c3)c2)cc1 (stereo unspecified)	-1.3%	-10.2%	1.7	-0.785	0.946	-0.473	28.5%	·	·	·	-4.3%	2.2%
CCOC(=O)C1=C(Nc2ccccc2)CC(C)(O)C(C(=O)OCC)C1c1ccc(Cl)cc1 (stereo unspecified)	-5.6%	-10.3%	-0.221	-0.249	-0.19	0.584	3.2%	3.6%	-1.3%	2.5%	-1.9%	4.2%
CC(C)CCNC(=O)C1CC(c2ccccc2C(F)(F)F)=NO1 (stereo unspecified)	16.0%	-9.3%	-0.889	-0.841	-0.412	0.474	18.7%	·	·	·	2.7%	12.9%

The closing 4 entries of the part above come first, to join the parts:
SMILES	SIAH1 antagonists	LYP inhibition	Dynein transport	Dynein transport cytoplasmic EGFP	Dynein transport nuclear GR-EGFP	Dynein transport cell count	AID2073	PMI inhibitors	XIAP antagonists	PMI inhibition	M1AAP inhibition	M17LAP inhibition
COc1ccc(N2CCN(CCCNC(=O)c3cc4sccc4n3C)CC2)cc1	6.4%	-8.8%	0.889	-0.294	0.225	0.323	-4.4%	11.3%	-6.4%	12.1%	6.5%	5.3%
CN(C)c1ccc(-c2cccc(C3CC=CC4C3C(=O)N(Cc3ccccc3)C4c3ccc4ccccc4c3)c2)cc1 (stereo unspecified)	-1.3%	-10.2%	1.7	-0.785	0.946	-0.473	28.5%	·	·	·	-4.3%	2.2%
CCOC(=O)C1=C(Nc2ccccc2)CC(C)(O)C(C(=O)OCC)C1c1ccc(Cl)cc1 (stereo unspecified)	-5.6%	-10.3%	-0.221	-0.249	-0.19	0.584	3.2%	3.6%	-1.3%	2.5%	-1.9%	4.2%
CC(C)CCNC(=O)C1CC(c2ccccc2C(F)(F)F)=NO1 (stereo unspecified)	16.0%	-9.3%	-0.889	-0.841	-0.412	0.474	18.7%	·	·	·	2.7%	12.9%
CC(C)OC(=O)N(C)c1ccc(C(O)(C(F)(F)F)C(F)(F)F)cc1	-1.0%	0.4%	1.47	1.11	0.832	-0.764	2.4%	8.5%	-3.6%	8.5%	13.8%	3.4%
Cc1cccc(NC(=O)C2CCN(S(=O)(=O)c3c(C)[nH]c(=O)[nH]c3=O)CC2)c1	6.0%	0.1%	0.682	-0.183	1.75	-1.66	-1.3%	10.1%	-6.9%	7.7%	1.2%	-1.5%
COc1cc(-c2[nH]ncc2CN2CCSCC2)cc(OC)c1OC	2.7%	-6.0%	1.08	-0.109	0.549	-2.55	-4.3%	·	·	·	4.7%	6.8%
CCOC(=O)NCc1ccc(Cl)c(Cl)c1	1.9%	-4.3%	-0.648	-0.259	-0.332	0.58	20.1%	4.9%	-3.2%	0.0%	3.7%	-9.3%
CN1C2C=C(N(CCc3c[nH]c4ccccc34)C(=O)c3ccc(Cl)cc3)CC1CC2 (stereo unspecified)	4.2%	-3.0%	0.47	-0.151	-0.33	-0.113	-0.4%	0.3%	-0.4%	-0.8%	6.2%	12.9%
CN(C)S(=O)(=O)c1ccc(C(=O)OCc2nnc(-c3ccccc3)o2)cc1	0.5%	-2.3%	-0.138	-0.288	-0.178	0.47	-6.7%	·	·	·	4.3%	8.8%
Cc1nn2c(N3CCN(CCO)CC3)c3c(nc2c1-c1ccccc1)CCCC3	10.5%	-8.2%	0.324	-0.226	0.113	0.461	2.7%	·	·	·	8.3%	4.3%
C/C(CCN1CCc2nc(-c3ccccc3)c(-c3ccccc3)cc2C1)=N\OC[C@@H](C)[C@H](OCc1ccccc1)C(C)C	-15.2%	-5.1%	-0.54	-0.245	0.0386	1	2.9%	-18.2%	-2.0%	-26.1%	1.6%	-2.6%
CCOC(=O)Nc1ccc(S(=O)(=O)N(C)C(C)C)cc1	0.6%	-1.4%	-0.714	-0.256	-0.265	0.358	-3.8%	1.6%	-5.1%	2.3%	8.1%	6.8%
Cn1cccc1CC(=O)NNC(=S)Nc1ccccc1Cl	6.8%	3.3%	-0.584	-0.279	-0.59	0.601	-12.7%	-0.3%	-0.3%	15.8%	-7.8%	31.4%
CCCN1C(=O)SC(CC(=O)Nc2ccc(C)cc2)C1=O (stereo unspecified)	0.6%	-3.9%	0.0668	-0.228	0.378	-1.24	7.8%	-2.5%	-3.3%	0.9%	2.7%	12.2%
Cc1ccc(C(=O)Nc2ccccc2C(=O)NC2CCCCC2)cc1S(=O)(=O)N1CCOCC1	-1.0%	4.2%	-0.332	-0.272	-0.367	0.978	1.2%	13.7%	-2.2%	11.6%	2.5%	-10.6%
O=C(Nc1c2c(nn1-c1ccc(F)cc1)CS(=O)C2)C12CC3CC(CC(C3)C1)C2 (stereo unspecified)	3.2%	-6.9%	-0.192	-0.264	-0.0337	-0.301	-4.1%	-9.6%	-7.4%	2.8%	-3.3%	31.3%
Cc1ccc(NC(=O)c2cc(-c3ccc(F)cc3)on2)cc1C	3.2%	-3.4%	-0.102	-0.351	0.753	0.0995	22.7%	-16.9%	-6.3%	4.0%	8.0%	-3.9%
Cc1[nH]c2ccccc2c1C(=O)CSC(=S)N1CCCCC1	-7.4%	-5.2%	0.843	-0.15	0.61	-0.667	-6.3%	9.7%	-1.5%	15.3%	11.9%	7.1%
